# Screening results deposited in PubChem BioAssay by National Center for Advancing Translational Sciences (NCATS).
# ATXN2 expr inh: ATXN2 expression inhibition | HEK-293 ATXN2-luciferase reporter, luminescence, 24 h | Potency, µM (top dose mostly 57 µM), for the others: at the highest dose activity change, negative = inhibition, hits mostly inhibitors | 360,000 compounds, 0.72% hits; note: potency is the fitted concentration of half-maximal effect; % is set by controls: 0 for no effect and ±100 for the full control effect; nearly all actives have a fitted effect of over 55% in size
#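 qHTS (up to 57 uM final) was run with 24 h compound exposure of reporter cells at 37 °C. Each well was multiplexed: SteadyGlo luminescence measured ATXN2-luciferase expression after a fluorogenic Gly-Phe-AFC viability readout (25 uM final).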
# S2 tox: cell viability loss in ATXN counter-screen | Potency, µM (series often up to 56.7 µM), usual class: cytotoxic | S2 cells (HEK-293 line with an ATXN2-luciferase reporter) viability, CellTiter-Fluor protease fluorescence, 24 h | 400,000 compounds, 0.49% hits | AID 651635; note: potency is the fitted concentration of half-maximal effect; nearly all actives have a fitted effect of over 40% in size
# IL-1B inflam inh: blocks inflammasome-driven IL-1 beta release; 360,000 compounds, 4.7% hits; THP-1 LPS/ATP IL-1B secretion, AlphaLISA, 16 h; hits give low values; activity change, % at 57.5 µM; AID 743279; in the data active = activity change below about -50%; inconclusive = mostly about -30% to -49%; note: % is set by controls: 0 for no effect and ±100 for the full control effect
#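 THP-1 cells pretreated 1 hr with compounds (up to 57.5 uM final), then stimulated with LPS (250 ng/mL final) plus ATP (1.25 mM final); secreted IL-1B measured by AlphaLISA after 16 hr, decreased signal indicating inhibition.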
# TGFb inhibitor: inhibitors of TGF-b signaling; HepG2 CAGA-GFP TGF-b/SMAD3 reporter, GFP fluorescence, 18 h; TGF-beta stimulated, 500 pg/mL final; Potency, µM (highest dose often 46.1 µM), inactives show at the top dose activity, negative = inhibition, most hits filed as inhibitors; 410,000 compounds, 1.2% hits; AID 588855; note: potency is the fitted concentration of half-maximal effect; % is set by controls: 0 for no effect and ±100 for the full control effect; nearly all actives have a fitted effect of over 65% in size
#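 HEPG2 CAGA-GFP reporter cells (1000/well, DMEM with 1% FBS) received compounds, then recombinant TGF-beta at 500 pg/mL final for 18 hours at 37 degrees C. Per-cell GFP summed per well was normalised to unstimulated and stimulated DMSO controls before curve fitting.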
# Nrf2 block: inhibitors of Nrf2 signaling; A549 ARE-Fluc reporter, luciferase luminescence, 18-24 h; Potency, µM (titrated, usually from 46 µM), inactives show top-dose activity change, negative = inhibition, most hits filed as inhibitors; 360,000 compounds, 2.1% hits; AID 504444; note: potency is the fitted concentration of half-maximal effect; % is set by controls: 0 for no effect and ±100 for the full control effect; nearly all actives have a fitted effect of over 60% in size
#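 Quantitative HTS in A549 cells stably bearing an antioxidant response element-firefly luciferase construct. Inhibition of Nrf2-driven transcription was scored by luminescence after 18-24 h of compound exposure at 37 °C.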
# MCF10A rerep: DNA re-replication induction in MCF 10a cells; MCF 10A DNA re-replication, Hoechst nuclear intensity, 48 h; Potency, µM (titrated, usually from 46.1 µM), without a hit: top-dose activity, positive = re-replication, most hits filed as activators; 350,000 compounds, 2.9% hits; note: potency is the fitted concentration of half-maximal effect; % of control where 0% means no effect; nearly all actives have a fitted effect of over 50% in size
# A549 tox: counter-screen for Nrf2 inhibitors: cytotoxicity in A549 cells | Potency, µM (top dose mostly 46 µM), inactives show at the top dose activity change, negative = cytotoxicity, most hits filed as inhibitors | A549 ARE-Fluc cells, CellTiter-Fluor viability, 18-24 h | 390,000 compounds, 0.16% hits; note: potency is the fitted concentration of half-maximal effect; % is set by controls: 0 for no effect and ±100 for the full control effect
#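 A549 ARE_Fluc cells in 5% FBS OPTI-MEM were exposed to compounds in concentration-response for 18-24 h at 37 deg C. Viability was read by CellTiter-Fluor fluorescence (Ex 405/Em 525) after 30 min, before the luciferase read.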
# HepG2 viability: kills HepG2 cells in TGF-b inhibitor counter-screen | AID 588856 | Potency, µM (top dose mostly 46.1 µM), inactives show top-dose activity change, negative = cytotoxicity, hits mostly cytotoxic | 410,000 compounds, 0.76% hits | HepG2 CAGA-GFP viability, ATP luminescence, 18 h; note: potency is the fitted concentration of half-maximal effect; some results filed as inactive show a strong effect at the top dose
#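 HepG2 CAGA-GFP cells (1000/well, DMEM with 1% FBS) received compound, then TGF-beta at 500 pg/mL final, and were incubated 18 hours at 37 degrees C. Viability was read by CellTiter-Glo luminescence. Media-only wells were set as complete cell-killing and DMSO as no toxicity.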
# Nrf2 ARE act: Nrf2 pathway activation; AREc32 ARE-luciferase reporter (MCF7-derived line), luminescence, 24 h; Potency, µM (doses to about 46.1 µM), for the others: at the highest dose activation, hits mostly activators; 410,000 compounds, 0.31% hits; note: potency is the fitted concentration of half-maximal effect; % of control where 0% means no effect; nearly all actives have a fitted effect of over 65% in size
#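 Each well held 1000 AREc32 cells, which were incubated with compound for 24 hr at 37 deg C after overnight attachment, and ARE reporter activity was quantified by firefly luciferase luminescence.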
# An asterisk follows results filed as active; i = inactive; ? = inconclusive; · = not tested or not shown; & = joins results of further samples; [ ] = remark or other dose. Unless noted, calls come from the whole dose curve; as a rule, active = well fitted curve in the direction sought with a large enough effect; inconclusive = small, poorly fitted or top-dose-only effect, or another doubt; inactive = no such curve, though single readings can be large; an effect the other way counts as inactive or inconclusive.
# Below each SMILES: ATXN2 expr inh	S2 tox	IL-1B inflam inh	TGFb inhibitor	Nrf2 block	MCF10A rerep	A549 tox	HepG2 viability	Nrf2 ARE act
COC(=O)C1=C(C(=O)OC)[C@@H]2N(Cc3ccccc3)c3ccccc3[C@@]23C[C@@H](C(=O)OC)N(C(=O)c2cc(C)oc2C)C3=N1
 : ?	i	-15	1%	23µM*	-5%	-16%	-43%	-1.6%
C=CCN(C(=O)CCC(=O)Nc1cc(C)on1)C(C(=O)NC(C)(C)CC)c1cccc(OC)c1OC (stereo not given)
 : -10%	i	7	3%	-17%	-10%	-6%	-11%	0.0%
CCOc1ccc(OCC)c(Nc2nc3ccc(C(=O)c4ccccc4)cc3n3cnnc23)c1
 : ·	·	·	0%	11%	·	0%	0%	-0.2%
COc1ccc(C2(C(=O)Nc3ccc(OC)cc3OC)CCCC2)cc1
 : -11%[11.3 µM]	i	19	-17%	-21%	11%	1%	-21%	-0.6%
CC(C)C(=O)Nc1cccc(NC(=O)c2cccc([N+](=O)[O-])c2)c1
 : -11%	?	-1	29%	-4%	-3%	0%	1%	0.0%
Cc1cc(=O)oc2cc(OCC(O)Cn3ccnc3)ccc12 (stereo not given)
 : -6%	i	21	2%	8%	2%	3%	0%	-0.6%
CN(CC(O)COC(c1ccccc1)c1ccccc1)C1CCCCC1 (stereo not given)
 : -11%	i	-84*	-27%	-21%	?	-14%	-32%	5.2%
CN(C(=O)COc1cc(=O)n(C)c2ccccc12)c1ccc(Br)cc1
 : 3%	i	38	-16%	11%	3%	7%	-25%	-0.6%
O=C(NCc1ccccc1)C(c1ccccc1)N(C(=O)c1csnn1)c1ccc(F)cc1 (stereo not given)
 : -26%	i	-14	2%	-3%	?	-1%	-11%	0.3%
COCCNC(=O)c1cccc(S(=O)(=O)N2CC3(C)CC2CC(C)(C)C3)c1 (stereo not given)
 : -5%	i	-9	6%	-21%	3%	3%	9%	-0.8%
CC1CCCCC1NC(=O)CSc1nnc(C(F)(F)F)n1C (stereo not given)
 : ·	i	-15	-8%	·	·	·	-5%	-1.4%
CCOc1ccc(CCN2C(=O)C3C4C=CC(C4)C3C2=O)cc1OCC (stereo not given)
 : -13%	i	-1	-1%	-27%	-3%	13%	-21%	0.4%
Cc1ccc(S(=O)(=O)N2CCCC2C(=O)O)s1 (stereo not given)
 : -9%	i	0	-3%	1%	-5%	-1%	2%	-0.5%
CN(CCc1ccccc1)C(=O)c1ccc(NC(=O)Cc2ccc(NC(=O)C3CCCN(S(=O)(=O)c4cccc([N+](=O)[O-])c4)C3)cc2)cc1 (stereo not given)
 : -11%	i	26	-6%	?	11%	10%	2%	0.7%
Cc1ccc(CNS(=O)(=O)c2ccc(F)c(F)c2)n1C
 : 3%	i	25	4%	-2%	-14%	-2%	-6%	5.2%
Cc1c(Br)c([N+](=O)[O-])nn1C(C)C(=O)NCc1ccco1 (stereo not given)
 : 7%	i	7	1%	-1%	-1%	-16%	3%	-0.9%
Cc1cc(C(=O)CN2C(=O)C(=O)N(C)C2=O)c(C)n1-c1cccc(S(=O)(=O)N2CCOCC2)c1
 : -4%	i	15	6%	-3%	-4%	1%	26%	-0.1%
Cc1ccc2nc(SCC(=O)Nc3cccc(S(N)(=O)=O)c3)[nH]c2c1
 : ·	i	0	20%	6%	-6%	2%	12%	0.8%
COc1ccc(CCNC(=O)CSc2nnnn2-c2ccc(OC)c(OC)c2)cc1OC
 : 4%	i	12	1%	-2%	-5%	-1%	5%	-0.2%
COc1cccc(NC(=O)c2cc(-c3cccnc3)nc3c(Cl)cccc23)c1
 : -19%	i	-7	-5%	-23%	?	?	-19%	3.8%

# Compounds above containing an aryl methoxy group:
# Below each SMILES: ATXN2 expr inh	S2 tox	IL-1B inflam inh	TGFb inhibitor	Nrf2 block	MCF10A rerep	A549 tox	HepG2 viability	Nrf2 ARE act
C=CCN(C(=O)CCC(=O)Nc1cc(C)on1)C(C(=O)NC(C)(C)CC)c1cccc(OC)c1OC (stereo not given)
 : -10%	i	7	3%	-17%	-10%	-6%	-11%	0.0%
COc1ccc(C2(C(=O)Nc3ccc(OC)cc3OC)CCCC2)cc1
 : -11%[11.3 µM]	i	19	-17%	-21%	11%	1%	-21%	-0.6%
COc1ccc(CCNC(=O)CSc2nnnn2-c2ccc(OC)c(OC)c2)cc1OC
 : 4%	i	12	1%	-2%	-5%	-1%	5%	-0.2%
COc1cccc(NC(=O)c2cc(-c3cccnc3)nc3c(Cl)cccc23)c1
 : -19%	i	-7	-5%	-23%	?	?	-19%	3.8%

# Further records:
# Below each SMILES: ATXN2 expr inh	S2 tox	IL-1B inflam inh	TGFb inhibitor	Nrf2 block	MCF10A rerep	A549 tox	HepG2 viability	Nrf2 ARE act
CC(C)C(NS(=O)(=O)c1ccccc1F)C(=O)OCC(=O)NCc1ccco1 (stereo not given)
 : -2%	?	2	-15%	-3%	-3%	-3%	3%	0.0%
O=C(CCCN=C1NS(=O)(=O)c2ccccc21)OCc1ccccc1
 : 7%	i	22	22%	0%	0%	0%	6%	0.2%
CCc1cccc(NC(=O)c2ccc3c(c2)c(C)c(C)n3Cc2ccc(F)cc2)c1
 : ·	·	·	?	-18%	·	-4%	-56%	0.0%
COc1ccccc1NC(=O)Cn1nnc2sc3c(c2c1=O)CC(C)(C)OC3
 : -7%	i	-7	1%	-20%	0%	-7%	6%	0.2%
CCOc1ccc(C(C)=O)cc1Cn1nc(C(=O)O)c2ccccc2c1=O
 : -8%	i	-23	?	17%	17%	1%	-39%	8.2%
CCN1CCN(CCC(=O)Nc2cc(OC)cc(OC)c2)CC1
 : -7%	i	1	-15%	-3%	-4%	0%	-18%	-0.6%
CCN(CC)C(=S)Nc1c(C)n(C)n(-c2ccccc2)c1=O
 : -27%	i	40	9%	10%	-10%	-2%	16%	-0.8%
O=C(CNc1cccc(F)c1)Nc1cccc(S(=O)(=O)N2CCCCC2)c1
 : 13%	i	22	4%	12%	-4%	0%	-1%	0.2%
C[C@H](O)[C@@H]1C(=O)N2CCc3ccc(-c4ccccc4)cc3[C@@H]2C[C@@H]1N(C)C(=O)NC1CCCCC1
 : -15%	i	-9	?	0%	?	11%	-1%	5.1%
CN1C(=O)C(O)(C2CCCCCC2=O)c2ccccc21 (stereo not given)
 : ·	i	10	16%	0%	-3%	8%	-3%	-0.7%
COc1ccc(/C=C/C(=O)Nc2ccc(C34CC5CC(CC(O)(C5)C3)C4)cc2)cc1OC
 : ·	?	105	?	?	?	-1%	-49%	-0.2%
COc1ccc(CCNC(=O)c2cc(Nc3cc(C)cc(C)c3)nc3ccccc23)cc1OC
 : -39%	?	·	?	?	·	-28%	-28%	6.1%
COc1ccccc1CCNC(=O)C(=O)NCC(c1ccco1)S(=O)(=O)c1ccc(C)cc1 (stereo not given)
 : ·	·	·	?	·	·	-4%	-26%	2.0%
COc1cc(/C=N/NC(=O)c2ccc(CN3c4cccc5cccc(c45)S3(=O)=O)cc2)cc(OC)c1O
 : ?	i	51	?	-27%	16µM*	1%	-46%	-0.8%
N#Cc1nc(NCC(F)F)nc(Nc2cc(F)cc(F)c2)n1
 : 11µM*	?	·	16µM*	?	4%	?	-79%	?
O=c1[nH]c2cc3ccccc3cc2nc1-c1nnnn1C1CCCC1
 : -23%	?	0	·	·	·	·	·	5.2%
COc1cccc(/C=C2\SC(=S)N(CCC(=O)N3CCCCC3CCO)C2=O)c1 (stereo not given)
 : -1%	i	?	?	?	23µM*	?	-16%	12%
Cc1cccc(N2CC(C(=O)Nc3ccccc3N3CCCC3)CC2=O)c1C (stereo not given)
 : -2%	i	7	-5%	20%	-1%	-3%	-9%	0.0%
COc1ccccc1N(CC(=O)NCc1ccc2c(c1)OCO2)C(=O)CCC(=O)Nc1nccs1
 : -16%	i	-26	-25%	-16%	-1%	-3%	-12%	-0.9%
O=S(=O)(c1ccc2ccccc2c1)N(CC(O)CN1CCOCC1)c1ccccc1 (stereo not given)
 : 0%	i	-9	7%	-15%	0%	16%	-11%	0.9%
COc1ccc(NC(C)C(=O)N/N=C/c2ccccc2OCc2ccc(Br)cc2)cc1 (stereo not given)
 : 49%[activator]	i	-12	-3%	-4%	7%	-17%	-12%	2.9%
Cc1c(CCNC(=O)c2ccc(Br)o2)sc2nc(-c3ccc(Cl)cc3)nn12
 : ·	·	·	11µM*	·	·	-28%	-33%	-0.2%
COc1cccc(C(=O)Nc2ccccc2NC(=O)c2cccc(OC)c2)c1
 : -19%	i	-12	14%	-21%	?	6%	-9%	3.8%
COc1ccccc1C(CNC(=O)c1cccc(S(=O)(=O)N2c3ccccc3CC2C)c1)N(C)C (stereo not given)
 : -18%	i	-54*	?	2%	?	4%	-45%	4.5%
COc1ccc(OC)c(-c2nnc3n2N=C(c2ccc(OC)c(OC)c2)CS3)c1
 : -17%	?	·	?	?	?	-5%&-1%	-1%	2.6%
Cc1[nH]nc2c1C(c1ccsc1)C1=C(CC(C)(C)CC1=O)N2 (stereo not given)
 : -23%	i	67	7%	-7%	3%	0%	6%	0.2%
OCCOCCn1c(C(CO)Nc2nc(-c3ccc(Cl)cc3)cs2)nc2ccccc21 (stereo not given)
 : -34%	?	?	?	-16%	-2%	-5%	-35%	9.2%
O=C(NCCN1CCOCC1)c1ccc2ccccc2c1
 : 10%	i	18	-22%	26%	10%	0%	3%	4.6%
Cc1cc(C)n(-c2ccc(C(=O)N3CC(C)OC(C)C3)cc2)n1 (stereo not given)
 : ·	i	-3	5%	-3%	1%	0%	3%	-0.7%
COc1cc(OC)cc(-c2c(-c3ccc(F)cc3)c3cc(-c4ccc5cc[nH]c5c4)ccc3n2C)c1
 : 0%	?	1	-5%	-11%	3%	-3%	-13%	-0.8%
CC[C@@H](Nc1ncnc2c1oc1ccccc12)C(=O)O
 : -7%	i	46	2%	-1%	0%	6%	7%	-0.9%

# Compounds were not picked by outcome; 8.8% or so of the library scored in one or more.
